# High-throughput results (PubChem BioAssay)
# AID364: cytotoxicity toward Jurkat T cells, primary screen, cell-based, Jurkat E6.1, NIH starter set (AID 364); 3,300 tested, 2% active; Jurkat E6.1 viability, ATP luminescence, 48 h; higher % means a stronger effect; inhibition, % at 4 µM, or CC50 in µM where a hit was titrated;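 active means concentration giving half-maximal inhibition at or below 20 micromolar; inactive means half-maximal concentration above 20 micromolar, or not dose tested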;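 further: 100% = cells treated with 4 µM doxorubicin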
# A549 NSCLC growth: A549 NSCLC cell proliferation inhibitors – ATP luminescence, human non-small cell lung line, primary screen (AID 371); 3,300 tested, 8.4% active; A549 growth inhibition, ATP luminescence; stronger effect = higher value; growth inhibition, % at 10 µM;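 active means mean growth inhibition over the two runs of 50% or more; inactive means mean growth inhibition under 50%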;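 further: compound exposure lasted 72 h before the ATP read; 0% = untreated cell signal and 100% = no luminescence left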
# HT29 cell growth-1: HT29 colon tumor cell growth inhibition, primary screen, imaging, high content imaging, 48 h, CellTiter-Glo (AID 771) | HT29 cell growth, HCS imaging cell count, 48 h; stronger effect = higher value | growth inhibition, % at 10 µM | 3,300 tested, 2% active;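 active means growth inhibition above 90%, meaning viable cell count by imaging cut by more than 90% versus vehicle controls; inactive means growth inhibition below 90%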;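 further: percent fewer viable cells counted by imaging than vehicle controls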
# AID772: HT29 colon tumor cell growth inhibition, primary screen, imaging, high content imaging, 72 h, CellTiter-Glo (AID 772) | growth inhibition, % at 10 µM | HT29 cell growth, HCS imaging cell count, 72 h; stronger effect = higher value | 3,300 tested, 0.6% active;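 active means growth inhibition above 90%, meaning viable cell count cut by more than 90% versus vehicle controls; inactive means growth inhibition below 90%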
# HT29 cell growth-2: HT29 colon tumor cell growth inhibition, primary screen, imaging, high content imaging, 24 h, CellTiter-Glo (AID 770); HT29 cell number by imaging, 24 h; stronger effect = higher value; growth inhibition, % at 10 µM; 3,300 tested, under 10 active;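 active means growth inhibition above 90% in viable cell count at a single dose; inactive means growth inhibition below 90%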
# HT29 cell growth-2 condensed nuclei: recorded beside HT29 cell growth-2, whose call it bears; condensed nuclei, %; measured here: percent cells with condensed nuclei;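 share of cells whose nuclear area falls below control median minus 1.5 SD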
# HT29 cell growth-2 ATP viability: recorded beside HT29 cell growth-2, whose call it bears; growth inhibition, %; measured here: ATP CellTiter-Glo viability
# HT29 cell growth-1 condensed nuclei: second read-out of HT29 cell growth-1, no call of its own (marks repeat the call); condensed nuclei, %; measured here: percent cells with condensed nuclei;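 condensed means Hoechst nuclear area under control median minus 1.5 SD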
# HT29 cell growth-1 ATP viability: second read-out of HT29 cell growth-1, no call of its own (marks repeat the call); growth inhibition, %; measured here: ATP CellTiter-Glo viability inhibition
# AID772 condensed nuclei: second read-out of AID772, no call of its own (marks repeat the call); condensed nuclei, %; measured here: percent cells with condensed nuclei;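 condensed means nuclear area below control median minus 1.5 SD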
# AID772 second: recorded beside AID772, whose call it bears; growth inhibition, %; measured here: ATP CellTiter-Glo viability
# The depositor's hits bear a star; . = not tested or not shown. Not all compounds are listed; count on the stated rates, not on these rows.
# Screens in order: AID364	A549 NSCLC growth	HT29 cell growth-1	HT29 cell growth-1 condensed nuclei	HT29 cell growth-1 ATP viability	AID772	AID772 condensed nuclei	AID772 second	HT29 cell growth-2	HT29 cell growth-2 condensed nuclei	HT29 cell growth-2 ATP viability
[1] CC1CCN(c2oc(-c3ccccc3Cl)nc2C#N)CC1
    -10.5%	32.0	41.7	1.8	-0.9	39.9	4.7	-1.1	4.7	2.9	-1.4
[2] CN(C)c1ccc(C2C3C(=O)N(c4ccc(C(=O)O)cc4)C(=O)C3ON2c2ccccc2)cc1 (stereo unspecified)
    -1.3%	4.2	14.5	2.5	-7.7	-5.5	2.7	-31.4	7.5	4.2	-5.7
[3] Cc1cc(OCC(=O)Nc2ccc3oc(-c4ccncc4)nc3c2)ccc1Cl
    7.5%	8.6	32.8	1.4	9.9	30.1	12.6	31.5	-2.6	2.4	-0.2
[4] CC(C)NCC(O)COc1ccc(CC(N)=O)cc1 (stereo unspecified)
    -5.0%	-2.6	-7.4	1.6	.	10.1	2.8	-20.0	5.2	3.8	-15.9
[5] CCN(CC)CCN1C(=O)c2ccccc2NC1c1cc(OC)c(OC)c(OC)c1 (stereo unspecified)
    7.5%	0.6	21.8	1.5	8.9	27.6	0.5	-1.2	-31.8	3.1	3.5
[6] Cn1ccnc1SCCC#N
    -2.0%	-0.2	-50.6	2.1	-23.9	13.5	8.9	24.6	-0.3	1.9	-9.7
[7] CCN(CC)CCCn1c(C)cc2c(c1=O)C(c1ccccc1)C(C#N)=C(N)O2 (stereo unspecified)
    -4.6%	0.7	54.5	3.6	0.2	-10.1	8.8	-8.3	3.8	3.2	0.0
[8] CC(C)Oc1ccc(Cc2c(O)nc(NCCCN(C)C)[nH]c2=O)cc1
    4.2%	-4.2	-29.3	2.5	-5.8	-10.3	2.6	-2.6	-34.3	2.4	-11.8
[9] CC(=O)N[C@H]1C[C@@H]1c1ccccc1
    2.2%	2.0	-6.3	3.3	-11.2	-32.6	3.5	-27.6	-39.3	1.2	-12.6
[10] CCN(CC)S(=O)(=O)c1ccc2c(c1)c(C(=O)O)cn2C
    4.2%	3.4	12.5	2.2	9.8	-75.3	2.1	-20.7	-14.9	3.5	-11.5

# (continued)
# Screens in order: AID364	A549 NSCLC growth	HT29 cell growth-1	HT29 cell growth-1 condensed nuclei	HT29 cell growth-1 ATP viability	AID772	AID772 condensed nuclei	AID772 second	HT29 cell growth-2	HT29 cell growth-2 condensed nuclei	HT29 cell growth-2 ATP viability
[11] Cc1cc(=O)oc2cc(OCC(=O)NCc3cccnc3)ccc12
    1.3%	1.6	11.7	1.3	-2.0	44.0	2.7	6.1	-8.8	2.1	-6.4
[12] CCCC1C(c2ccc(OC)cc2)C(C#N)(C#N)C2(C#N)CC1(N)NC2=O (stereo unspecified)
    -1.2%	2.3	12.6	1.9	9.6	6.1	1.8	13.5	22.6	3.7	-0.8
[13] CCc1nnc(NC(=O)c2c(O)c3c([nH]c2=O)CCCC3)s1
    1.5%	35.0	1.5	2.1	4.0	-10.0	7.7	-3.3	2.3	2.0	4.2
[14] N#CCSc1nc2c(c(=O)n1Cc1ccco1)C1(CCCC1)Cc1ccccc1-2
    -7.7%	30.2	70.8	3.5	47.3	31.2	12.4	81.6	24.9	6.8	34.7
[15] COc1ccc(Cn2c(CCCO)nc3ccccc32)cc1OC
    -3.8%	7.8	47.2	1.9	9.4	32.8	5.3	6.6	3.5	4.5	0.6
[16] CN(C)CCOC(=O)Cc1ccc(Cl)cc1
    7.6%	-0.9	7.2	1.4	-3.0	15.8	8.0	-19.3	-29.9	1.6	-8.7
[17] CCOc1cccc(-c2nn3c(-c4ccco4)nnc3s2)c1
    7.4%	10.3	-20.8	2.5	-1.9	19.2	6.0	-9.1	28.8	4.1	3.3
[18] CCOC(=O)C1=C(C)N=C2SC(C)C(=O)N2C1c1ccc(OC(C)=O)c(OC)c1 (stereo unspecified)
    -9.2%	-0.1	42.7	1.5	12.7	59.4	8.5	28.0	16.7	3.5	3.4
[19] CN(C(=O)C(Cl)Cl)c1ccc(OC(=O)c2ccco2)cc1
    12.7%	0.8	43.8	14.5	.	-41.9	5.8	-8.2	7.7	5.6	-6.1
[20] Cc1cc(C(C)(C)C)c(O)c(C)c1CC1=NCCN1
    -6.5%	3.2	1.2	1.8	-39.6	10.6	1.6	3.2	8.6	2.8	-10.2

# Compound profiles, as listed above. Screens in order: AID364, A549 NSCLC growth, HT29 cell growth-1, HT29 cell growth-1 condensed nuclei, HT29 cell growth-1 ATP viability, AID772, AID772 condensed nuclei, AID772 second, HT29 cell growth-2, HT29 cell growth-2 condensed nuclei, HT29 cell growth-2 ATP viability
# Results for CN(C(=O)C(Cl)Cl)c1ccc(OC(=O)c2ccco2)cc1 : 12.7%, 0.8, 43.8, 14.5, ., -41.9, 5.8, -8.2, 7.7, 5.6, -6.1
# Results for CC(=O)N[C@H]1C[C@@H]1c1ccccc1 : 2.2%, 2.0, -6.3, 3.3, -11.2, -32.6, 3.5, -27.6, -39.3, 1.2, -12.6
# Results for Cc1cc(OCC(=O)Nc2ccc3oc(-c4ccncc4)nc3c2)ccc1Cl : 7.5%, 8.6, 32.8, 1.4, 9.9, 30.1, 12.6, 31.5, -2.6, 2.4, -0.2
# Results for CCOC(=O)C1=C(C)N=C2SC(C)C(=O)N2C1c1ccc(OC(C)=O)c(OC)c1 (stereo unspecified) : -9.2%, -0.1, 42.7, 1.5, 12.7, 59.4, 8.5, 28.0, 16.7, 3.5, 3.4

# An excerpt from above, showing only AID772 second and HT29 cell growth-1 condensed nuclei.
cpd	compound	AID772 second	HT29 cell growth-1 condensed nuclei
11	Cc1cc(=O)oc2cc(OCC(=O)NCc3cccnc3)ccc12	6.1	1.3
12	CCCC1C(c2ccc(OC)cc2)C(C#N)(C#N)C2(C#N)CC1(N)NC2=O (stereo unspecified)	13.5	1.9

# Other results follow.
# Short keys: A = AID364; B = A549 NSCLC growth; C = HT29 cell growth-1; D = HT29 cell growth-1 condensed nuclei; E = HT29 cell growth-1 ATP viability; F = AID772; G = AID772 condensed nuclei; H = AID772 second; I = HT29 cell growth-2; J = HT29 cell growth-2 condensed nuclei; K = HT29 cell growth-2 ATP viability
21) O=C(CSc1nnc(-c2ccccc2)c(-c2ccccc2)n1)N1CCOCC1
  A = -16.0%	B = 7.1	C = -44.5	D = 1.8	E = -13.3	F = 24.0	G = 4.0	H = -16.4	I = -9.5	J = 2.4	K = 2.4
22) COc1ccc(N2CCN(c3oc(COc4ccc(Cl)cc4)nc3C#N)CC2)cc1
  A = 5.6%	B = 14.3	C = 68.9	D = 4.4	E = 55.1	F = 92.4*	G = 23.8*	H = 87.2*	I = 22.4	J = 2.7	K = 12.5
23) O=C(NCCCn1ccnc1)C(Cc1ccccc1)N1C(=O)c2ccccc2C1=O (stereo unspecified)
  A = 3.6%	B = 2.6	C = -8.4	D = 2.0	E = 11.2	F = -7.0	G = 4.5	H = -10.0	I = 6.7	J = 6.3	K = -3.4
24) O=C(NCCCNCc1ccccc1)/C(=N\O)c1ccccc1
  A = 4.0%	B = 2.0	C = 2.7	D = 5.5	E = -13.0	F = -16.9	G = 3.0	H = -50.6	I = 4.2	J = 5.5	K = -0.2
25) C=CC(O)Cc1c(C)n[nH]c1C (stereo unspecified)
  A = 0.2%	B = -4.5	C = -31.7	D = 2.8	E = 7.3	F = 20.5	G = 2.6	H = -0.8	I = -46.6	J = 2.0	K = -1.5
